Screening data (PubChem)
C diff growth: C. difficile growth inhibitors, primary screen, HTS; Clostridium difficile clinical isolate growth, OD600, 24 h; active compounds read low; growth activity, negative = inhibition, % at 16 µg/mL (by protocol); 0.25% of 86,000 active;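 active = mean growth activity at or below -80% and every replicate also at or below -80%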;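 also: 0% = DMSO wells and -100% = levofloxacin 16 µg/mL wells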
The depositor's hits bear a star; & = joins results of further samples.

SMILES	C diff growth
C=CCNC(=O)[C@@H]1[C@H]2C(=O)O[C@H](c3ccccc3)[C@H](c3ccccc3)N2[C@H](c2ccc(OCCO)cc2)[C@@]12C(=O)Nc1ccc(C#CCCO)cc12	3.0
CCO[C@@H]1OC(C(=O)N2CCCC2)=C[C@H](c2ccccc2)[C@H]1CCCO	-1.2
C#CCNC(=O)C1=C[C@@H](C2CC2)C[C@@H](OCCCCO)O1	-10.0
C=CCN1CCCc2c(-c3ccc(OCCO)cc3)noc2-c2cc(OC)c(OC)cc2CC1	-0.1
O=C(Nc1cc(Br)ccc1C(=O)NCc1cccc(O)c1)c1ccccc1	-1.7
COc1ccc([Si](C)(C)[C@@H]2[C@@H](CCn3cc([C@H](O)c4ccccc4)nn3)O[C@]3(C(=O)N(c4ccccc4)c4ccccc43)[C@H]2C)cc1	1.0
O=C(O)[C@]1(Cc2ccccc2)N=C(c2ccc(OCCCO)cc2)O[C@@H]1c1ccccc1	2.4
CCO[C@H]1OC(C(=O)NCc2nc3ccccc3[nH]2)=C[C@@H](c2csc3ccccc23)[C@@H]1CCCO	7.2
CC(=O)NCCCC[C@@H]1NC(=O)[C@@H]2C[C@H](C(=O)O)[C@H](c3ccc(O)cc3)N2C1=O	-5.0
C=C1CC(c2ccc(-c3ccccc3)cc2)OC1=O (stereo unspecified)	-46.3
COc1cccc(/C=C/C=O)c1	-7.0
CC(C)C[C@@H]1NC(=O)[C@H]2C[C@@H](C(=O)NCc3ccc(F)cc3)[C@@H](c3ccc(O)cc3)N2C1=O	-4.9
COCCOC(=O)N1C(=O)[C@@]2(c3cc(C#CCCO)ccc31)[C@H](C(N)=O)[C@H]1C(=O)O[C@H](c3ccccc3)[C@H](c3ccccc3)N1[C@@H]2c1ccccc1OCCO	-5.3
CN(Cc1ccccc1)CC(O)CC(O)c1ccccc1 (stereo unspecified)	-6.5
COc1ccc([Si](C)(C)[C@@H]2[C@@H](CC(=O)N(CCO)Cc3ccccc3)O[C@]3(C(=O)N(C)c4ccccc43)[C@H]2C)cc1	15.5
CN(C)CCCCNC(=O)[C@@H]1C[C@@H]2C(=O)N[C@@H](CCCCN(C)C)C(=O)N2[C@@H]1c1ccc(O)cc1	1.9
COC(=O)[C@@]1(CCS(=O)(=O)c2ccccc2)COC(c2ccc(OCCCO)cc2)=N1	10.8
COc1ccc(CCNC(=O)[C@@]2(Sc3ccc(C)cc3)CC(=O)N(C3CCCCC3)[C@@H]2c2ccc(CO)cc2I)cc1	8.8
COc1ccc([Si](C)(C)[C@H]2[C@H](CC(=O)N(CCO)Cc3ccccc3)O[C@@]3(C(=O)N(C)c4ccccc43)[C@@H]2C)cc1	6.6
C=C[C@@H](OC)[C@H](OC(=O)Nc1ccc(SC)cc1)c1ccc(OCCO)cc1	9.2
C#CCNC(=O)C1=C[C@H](c2coc3ccccc3c2=O)C[C@H](OCCCCO)O1	-5.1
CCO[C@@H]1OC(C(=O)N2CCCC2)=C[C@H](c2ccc3c(c2)OCO3)[C@H]1CCCO	-2.9
COCCOC(=O)N1C(=O)[C@@]2(c3cc(C#CC4(O)CCCCCC4)ccc31)[C@H](c1ccc(OCCO)cc1)N1[C@H](c3ccccc3)[C@H](c3ccccc3)OC(=O)[C@H]1[C@@H]2C(N)=O	11.5
C=CCN1C(=O)[C@@]2(O[C@@H](CCn3cc(CCO)nn3)[C@H]([Si](C)(C)c3ccc(OC)cc3)[C@H]2C)c2cc(NC(=O)c3ccc(OC)cc3)ccc21	-4.0
O=C1C[C@@](C(=O)NCCN2CCOCC2)(c2ccc([N+](=O)[O-])cc2)[C@@H](c2ccc(CO)cc2)N1CC12CC3CC(CC(C3)C1)C2	-1.7
CCCNC(=O)[C@@H]1c2ccccc2C(=O)N(Cc2ccccc2OC)[C@H]1c1ccc(CO)cc1	0.5
CN1CCN(C(=O)C2=C[C@@H](C3CC3)C[C@@H](OCc3ccc(CO)cc3)O2)CC1	-1.4
C[C@]1(C(=O)NCc2ccccc2)c2ccccc2C(=O)N(Cc2ccc(OC(F)(F)F)cc2)[C@H]1c1ccc(CO)cc1	11.7
C=CCNC(=O)[C@H]1[C@@H]2C(=O)O[C@@H](c3ccccc3)[C@@H](c3ccccc3)N2[C@@H](c2ccc(O)cc2)[C@]12C(=O)N(C(=O)OCCOC)c1ccc(C#Cc3ccc(OC)cc3)cc12	0.8
COC(=O)[C@@]1(Cc2ccccc2CN=[N+]=[N-])N=C(c2ccc(OCCCO)cc2)O[C@H]1c1ccccc1N=[N+]=[N-]	-0.9
CCO[C@H]1OC(C(=O)NCc2nc3ccccc3[nH]2)=C[C@@H](c2ccc(C(F)(F)F)cc2)[C@@H]1CCCO	7.5
O=C(NCc1nc2ccccc2[nH]1)C1=C[C@@H](c2csc3ccccc23)C[C@@H](OCCCCO)O1	17.7
C#CCNC(=O)C1=C[C@@H](c2ccc(Br)cc2)C[C@@H](OCc2ccc(CO)cc2)O1	12.3
COc1ccc(NC(=O)O[C@@H](c2ccc(OC)c(O)c2)[C@H](CCO)OC)cc1	-3.1
O=C(C1=C[C@H](c2csc3ccccc23)C[C@H](OCc2ccc(CO)cc2)O1)N1CCN(Cc2ccc3c(c2)OCO3)CC1	3.8
C[C@H]1C=C(C(=O)N2CCN(Cc3ccc4c(c3)OCO4)CC2)O[C@@H](OCCCCO)C1	2.7
COc1ccc(CCNC(=O)[C@@]2(Cc3ccccc3I)c3ccccc3C(=O)N(Cc3ccccc3OC)[C@H]2c2ccc(CO)cc2)cc1	2.0
C=C[C@@H](COC(=O)c1ccc([N+](=O)[O-])cc1)N(Cc1ccc(OC)cc1)S(=O)(=O)c1ccc(Br)cc1	-3.2
CC(=O)Nc1ccccc1-c1cn(CC(=O)N2CCOCC2)nn1	-13.5
O=C(O)C1=C[C@@H](c2csc3ccccc23)C[C@@H](OCCCCO)O1	-10.3
COC(=O)c1c(CC[C@@H](CO)NC(=O)N[C@@H](Cc2ccccc2)Cn2cc(-c3ccccc3)nn2)oc(C(=O)N2CCOCC2)c1C(=O)OC	-3.1
COc1ccc([Si](C)(C)[C@H]2[C@H](CCO)O[C@@]3(C(=O)N(Cc4cccc(NC(=O)[C@H](C)O)c4)c4ccccc43)[C@@H]2C)cc1	-3.4
O=C(NCCN1CCOCC1)[C@]1(Cc2ccccc2)N=C(c2ccc(OCCCO)cc2)O[C@@H]1c1ccccc1	5.4
COc1ccc([Si](C)(C)[C@@H]2[C@@H](CCO)O[C@]3(C(=O)N(Cc4ccc(N5CCCCC5=O)cc4)c4ccccc43)[C@H]2C)cc1	-18.3
COC(=O)C1=C/c2ccccc2C(C2CC2)N(Cc2ccc(OC)cc2)/C=C\1C(=O)OC (stereo unspecified)	-11.8
C=CCN1C(=O)[C@]2(O[C@H](CCO)[C@@H]([Si](C)(C)c3ccc(OC)cc3)[C@@H]2C)c2cc(I)ccc21	7.2
COC(=O)c1cn(CCCNC(=O)Nc2ccccc2)nn1	-9.3
CC(C)(C)[C@H]1C=C(C(=O)N2CCN(Cc3ccccc3)CC2)O[C@@H](OCc2ccc(CO)cc2)C1	7.3
C=CCN1C(=O)[C@@]2(O[C@@H](CCO)[C@H]([Si](C)(C)c3ccc(OC)cc3)[C@H]2C)c2cc(N3CCC3=O)ccc21	0.6
CCO[C@H]1OC(C(=O)O)=C[C@@H](c2ccc(Br)cc2)[C@@H]1CCCO	10.5
C#CCNC(=O)C1=C[C@H](c2coc3ccccc3c2=O)C[C@H](OCc2ccc(CO)cc2)O1	-4.3
C#Cc1ccc([C@@H]2C=C(C(=O)OCC=C)O[C@H](OCC)[C@H]2CCCO)cc1	6.9
C=C[C@H](COC(C)=O)N(Cc1ccc(OC(C)=O)c(OC)c1)S(=O)(=O)c1ccc(Br)cc1	6.0
C=CC[C@@]12N=C(c3ccc(OCCCO)cc3)O[C@@H]1c1ccccc1CN(C(=O)c1ccccc1)C2=O	8.7
COc1ccc([Si](C)(C)[C@H]2[C@H](CCn3cc(CCO)nn3)O[C@@]3(C(=O)N(C)c4c(Br)cc(C)cc43)[C@@H]2C)cc1	-1.5
O=C(C1=C[C@@H](C2CCCCC2)C[C@@H](OCCCCO)O1)N1CCOCC1	-5.0
O=S(=O)(c1cccc(F)c1)N1CCN(Cc2ccc(OCCO)cc2)CC1	8.3
CN1CCN(C(=O)C2=C[C@@H](c3ccc(Br)cc3)C[C@@H](OCc3ccc(CO)cc3)O2)CC1	8.1
O=Cc1ccc(NC(=O)CCCCCCC(=O)NOCc2ccccc2)cc1	-4.2
O=C(O)C1=C[C@H](c2csc3ccccc23)C[C@H](OCCCCO)O1	-9.4

Three compounds from above, sorted by length of the SMILES, smallest number first.
SMILES	C diff growth
C=C1CC(c2ccc(-c3ccccc3)cc2)OC1=O (stereo unspecified)	-46.3
O=C(Nc1cc(Br)ccc1C(=O)NCc1cccc(O)c1)c1ccccc1	-1.7
COc1ccc([Si](C)(C)[C@H]2[C@H](CCO)O[C@@]3(C(=O)N(Cc4cccc(NC(=O)[C@H](C)O)c4)c4ccccc43)[C@@H]2C)cc1	-3.4

Continued.
SMILES	C diff growth
O=[N+]([O-])c1ccccc1S(=O)(=O)N1CCN(Cc2cccc(OCCO)c2)CC1	-4.4
C#CCNC(=O)C1=C[C@H](c2ccccc2)[C@@H](CCCO)[C@H](OCC)O1	1.1
COc1ccc(-c2cc3c(c(-c4ccc(Oc5ccccc5)cc4)n2)[Si](C(C)C)(C(C)C)OC3)cn1	-1.7
O=C1N[C@@H](Cc2ccccc2)C(=O)N2[C@@H]1C[C@@H](C(=O)NCc1ccc(F)cc1)[C@H]2c1ccc(O)cc1	2.1
CC(C)(C)[C@H]1C=C(C(=O)N2CCN(Cc3ccc4c(c3)OCO4)CC2)O[C@@H](OCc2ccc(CO)cc2)C1	12.3
O=C(C1=C[C@@H](c2ccc(C(F)(F)F)cc2)C[C@@H](OCCCCO)O1)N1CCOCC1	0.8
COc1ccc([Si](C)(C)[C@H]2[C@H](CCn3cc(CCO)nn3)O[C@@]3(C(=O)N(Cc4ccc(N5C(=O)c6cccc7cccc5c67)cc4)c4ccccc43)[C@@H]2C)cc1	-8.0
Cc1cc(C)cc(N2C(=O)CS(=O)(=O)C2c2ccccc2)c1 (stereo unspecified)	-3.0
CC1=C(C(=O)N2CCC=CC2=O)Cc2ccccc21	3.1
CN(C)CCCCNC(=O)[C@@H]1C[C@@H]2C(=O)NCC(=O)N2[C@@H]1c1ccc(O)cc1	0.0
CCC(CO)Oc1cc(NC(=O)c2cccc(OC)c2)c2ncn(C(C)C)c2c1 (stereo unspecified)	-10.0
[N-]=[N+]=NCCCNC(=O)Nc1ccccc1	-10.9

Exported with bars between the fields: 4 of the compounds above.
canonical_smiles | C diff growth
O=C(C1=C[C@@H](c2ccc(C(F)(F)F)cc2)C[C@@H](OCCCCO)O1)N1CCOCC1 | 0.8
COc1ccc([Si](C)(C)[C@H]2[C@H](CCn3cc(CCO)nn3)O[C@@]3(C(=O)N(Cc4ccc(N5C(=O)c6cccc7cccc5c67)cc4)c4ccccc43)[C@@H]2C)cc1 | -8.0
Cc1cc(C)cc(N2C(=O)CS(=O)(=O)C2c2ccccc2)c1 (stereo unspecified) | -3.0
CC1=C(C(=O)N2CCC=CC2=O)Cc2ccccc21 | 3.1

(next part)
SMILES	C diff growth
O=C(C1=C[C@H](c2ccccc2)C[C@H](OCc2ccc(CO)cc2)O1)N1CCN(Cc2ccc3c(c2)OCO3)CC1	10.2&7.9
O=C1O[C@@H](c2ccccc2)[C@@H](c2ccccc2)N2[C@@H](c3ccccc3OCCO)[C@]3(C(=O)Nc4ccccc43)[C@@H](C(=O)N3CCN(c4ncccn4)CC3)[C@H]12	-3.5
CC(=O)[C@]12O[C@]3(COC[C@H](c4ccccc4)N3C1=O)[C@@H]1C(=O)N(C)C(=O)[C@@H]12	-11.9
C=CCN1C(=O)[C@]2(O[C@H](CCO)[C@@H]([Si](C)(C)c3ccc(OC)cc3)[C@@H]2C)c2cc(NC(=O)[C@H](C)O)ccc21	9.5
NC(=O)NCC#Cc1ccc2c(c1)[C@]1(C(=O)N2)[C@H](c2ccccc2OCCO)N2[C@H](c3ccccc3)[C@H](c3ccccc3)OC(=O)[C@H]2[C@@H]1C(=O)N1CCCCCCC1	18.5
CCO[C@@H]1OC(C(=O)Nc2ccccc2)=C[C@H](c2ccc3c(c2)OCO3)[C@H]1CCCO	23.3
O=C(O)C1=C[C@H](c2coc3ccccc3c2=O)C[C@H](OCCCCO)O1	-3.2&-4.5
COC(=O)[C@@]1(Cc2ccccc2N=[N+]=[N-])COC(c2ccc(OCCCO)cc2)=N1	1.2
CN1CCN(C(=O)C2=C[C@@H](C3CCCCC3)C[C@@H](OCc3ccc(CO)cc3)O2)CC1	6.5
CC(C)(C)[C@H]1C=C(C(=O)NCc2nc3ccccc3[nH]2)O[C@@H](OCc2ccc(CO)cc2)C1	4.2

A second format for four compounds above:
mol: CCO[C@@H]1OC(C(=O)Nc2ccccc2)=C[C@H](c2ccc3c(c2)OCO3)[C@H]1CCCO
- C diff growth: 23.3

mol: CC(C)(C)[C@H]1C=C(C(=O)NCc2nc3ccccc3[nH]2)O[C@@H](OCc2ccc(CO)cc2)C1
- C diff growth: 4.2

mol: COC(=O)[C@@]1(Cc2ccccc2N=[N+]=[N-])COC(c2ccc(OCCCO)cc2)=N1
- C diff growth: 1.2

mol: O=C1O[C@@H](c2ccccc2)[C@@H](c2ccccc2)N2[C@@H](c3ccccc3OCCO)[C@]3(C(=O)Nc4ccccc43)[C@@H](C(=O)N3CCN(c4ncccn4)CC3)[C@H]12
- C diff growth: -3.5

Some of the compounds tested, so the mix of outcomes need not match the whole.
